PLCg1 inh: PLC-gamma1 (human) inhibition, primary screen; hit rate 0.84% among 370,000; purified PLC-gamma1, fluorogenic substrate, fluorescence; P19174; inhibition, % at 12.2 µM; AID 720700; in the data active = inhibition above about 9.5%
DAX1 inh-1: inhibitors of human orphan nuclear receptor DAX1 (NR0B1); P51843; HEK293 Gal4-DAX1 luciferase reporter, luminescence; inhibition, % at 6.75 µM; hit rate 0.99% among 340,000; AID 504766;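 active = inhibition above the mean over all tested compounds plus 3 SD, cut at about 4.2% in these data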;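 also: 0% = DAX1-transfected cells with DMSO and 100% = empty-vector control cells with DMSO; inhibition shows as a rise in luminescence from relieved DAX1 repression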
FXN GAA850 act: frataxin GAA850 promoter activation | HEK293 lucGAA850 FXN promoter luciferase reporter, 24 h; percent of 10 µM SAHA response | activation, % at 6 µM | hit rate 0.56% among 360,000 | AID 540364;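 active = activation above the average of all compounds screened plus 3 SD, cutoff fixed separately per campaign, cut at about 7.5% in these data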;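 also: 0% = DMSO wells and 100% = 10 µM SAHA wells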
sPLA2-III inh: Blocks human group III sPLA2 activity. inhibition, % at 12.2 µM. Q9NZ20. AID 743126. QFRET BODIPY PC-A2 liposome hydrolysis, fluorescence. hit rate 0.56% among 370,000;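 active = inhibition above mean plus 3 SD of compounds lying within the high and low control bounds, cut at about 19% in these data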;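 also: 0% = median of test compound wells and 100% = no enzyme DMSO wells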
ssDAF-12 act: S. stercoralis DAF-12 activation, primary screen | HEK293 ssDAF-12/GRIP1 lit1-tk-luc reporter, luminescence; % of 3 µM dafachronic acid response | activation, % at 6.8 µM | hit rate 1% among 370,000 | AID 652126;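 active = activation above the mean over all tested compounds plus 3 SD, cut at about 0.9% in these data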;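 also: 0% = DMSO-only wells and 100% = 3 µM delta7-dafachronic acid wells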
hgDAF-12 ag: activates the H. glycines DAF-12 receptor ligand-binding domain. HEK293 GAL4-hgDAF12 UAS-luciferase reporter, agonist luminescence; normalized to butyrate control. activation, % at 6.8 µM. hit rate 1.8% among 370,000;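 active = activation above a cutoff set at the mean of all screened compounds plus 3 SD, cut at about 10% in these data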;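 also: 0% = DMSO wells and 100% = sodium butyrate wells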
ADAM10 inh: inhibits human ADAM10. O14672. recombinant ADAM10, EDANS/DABCYL FRET peptide cleavage, 3 h. inhibition, % at 7 µM. hit rate 0.62% among 370,000. AID 720582;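 active = inhibition above a per-campaign cutoff equal to the mean of compounds falling between control-based bounds plus 3 SD, cut at about 20% in these data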;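 also: 0% = DMSO wells while the 100% control is not disclosed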
PLC-beta3 inh: blocks human PLC-beta3 enzyme activity | AID 720704 | Purified PLC-beta3, fluorogenic substrate, fluorescence | hit rate 0.18% among 370,000 | inhibition, % at 12.2 µM; in the data active = inhibition above about 11%;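 also: 0% = median of compound wells on plate and 100% = full blocker control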
Target sequence (Q01970 whole entry, looked up): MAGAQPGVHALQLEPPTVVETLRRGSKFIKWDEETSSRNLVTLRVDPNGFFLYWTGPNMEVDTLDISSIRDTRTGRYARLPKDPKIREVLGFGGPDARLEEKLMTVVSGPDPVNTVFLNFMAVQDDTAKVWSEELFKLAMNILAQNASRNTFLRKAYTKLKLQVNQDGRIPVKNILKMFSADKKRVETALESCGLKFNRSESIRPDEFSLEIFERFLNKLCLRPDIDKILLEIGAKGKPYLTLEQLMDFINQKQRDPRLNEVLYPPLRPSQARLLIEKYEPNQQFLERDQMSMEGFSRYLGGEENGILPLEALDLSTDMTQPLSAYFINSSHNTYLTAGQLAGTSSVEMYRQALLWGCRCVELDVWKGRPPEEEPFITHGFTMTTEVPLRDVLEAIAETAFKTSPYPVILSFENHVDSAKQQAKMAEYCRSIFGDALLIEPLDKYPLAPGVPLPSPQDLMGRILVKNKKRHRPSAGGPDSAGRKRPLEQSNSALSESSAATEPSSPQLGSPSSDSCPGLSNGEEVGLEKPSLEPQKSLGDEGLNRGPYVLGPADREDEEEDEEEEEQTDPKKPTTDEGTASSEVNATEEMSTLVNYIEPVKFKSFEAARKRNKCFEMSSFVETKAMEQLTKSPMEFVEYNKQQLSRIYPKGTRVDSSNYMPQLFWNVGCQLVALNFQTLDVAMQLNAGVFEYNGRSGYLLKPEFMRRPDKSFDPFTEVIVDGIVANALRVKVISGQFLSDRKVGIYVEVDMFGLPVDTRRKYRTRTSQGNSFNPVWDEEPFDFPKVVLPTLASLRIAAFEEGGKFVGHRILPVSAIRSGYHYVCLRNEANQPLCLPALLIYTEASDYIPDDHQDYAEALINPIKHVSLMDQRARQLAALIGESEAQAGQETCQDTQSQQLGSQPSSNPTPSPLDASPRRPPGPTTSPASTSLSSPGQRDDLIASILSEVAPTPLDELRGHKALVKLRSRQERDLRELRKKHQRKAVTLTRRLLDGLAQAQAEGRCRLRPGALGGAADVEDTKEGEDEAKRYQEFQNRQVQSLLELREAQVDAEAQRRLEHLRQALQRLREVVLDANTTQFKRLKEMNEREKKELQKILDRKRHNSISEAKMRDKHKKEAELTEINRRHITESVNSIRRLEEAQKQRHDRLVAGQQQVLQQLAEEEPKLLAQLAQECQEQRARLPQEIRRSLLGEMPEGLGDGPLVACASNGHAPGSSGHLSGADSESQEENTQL
hcDAF-12 act: H. contortus DAF-12 activation, primary screen | HEK293 hcDAF-12 lit1-tk-luc reporter, luminescence; 0% DMSO, 100% Δ7-dafachronic acid | activation, % at 6.8 µM | hit rate 1.4% among 370,000 | AID 652067;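 active = activation above the mean of all tested compounds plus 3 SD, cut at about 5.5% in these data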;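 also: 100% = response to 3 µM Δ7-dafachronic acid high control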
DAX1 inh-2: blocks DAX1 repression of SF-1 activated StAR promoter; HEK293T StAR-luciferase reporter, SF-1/DAX-1 repression relief; inhibition, % at 6.8 µM; hit rate 1.1% among 370,000; AID 652010;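 active = inhibition above the mean over all tested compounds plus 3 SD, cut at about 3.6% in these data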;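 also: 0% = DAX-1 cells with DMSO and 100% = cells lacking DAX-1 with DMSO; higher inhibition means more luminescence from relief of DAX-1 repression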
ADAM17 inh: inhibitors of human ADAM17; AID 720648; recombinant ADAM17, EDANS/DABCYL FRET peptide cleavage; P78536; hit rate 0.83% among 370,000; inhibition, % at 6.95 µM;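 active = inhibition above the mean of compounds lying between control limits plus 3 SD, set per campaign, cut at about 8.5% in these data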;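 also: 0% = DMSO-only wells as the low control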
The depositor's hits bear a star; . = not tested or not shown.

Structure	hgDAF-12 ag	hcDAF-12 act	DAX1 inh-1	ADAM17 inh	sPLA2-III inh	PLCg1 inh	ADAM10 inh	PLC-beta3 inh	FXN GAA850 act	DAX1 inh-2	ssDAF-12 act
CN(C)CCN=Cc1c(O)n(Cc2ccc3c(c2)OCO3)c(=O)c2ccccc12	-0.9	0.0	1.6	-85	4	-62	-246	-91	0.2	0.0	-1.3
Cc1c(Cl)cccc1NC(=S)Nc1ccccn1	-0.4	4.4	-0.7	-1	8	2	3	1	3.6	0.0	-1.0
O=S(=O)(Nc1ccc(N2CCOCC2)cc1)c1ccccc1	1.0	1.8	0.6	-1	3	4	8	2	-1.1	0.0	-1.2
O=C(Nc1cccc(C(F)(F)F)c1)O[C@@H]1CC[C@@]23CCCN2C(=O)CCC[C@H]3C1	0.7	-2.2	.	3	2	2	8	5	.	.	-2.4
O=C(OCC(=O)N1c2ccccc2Sc2ccccc21)c1cccnc1	-0.3	-2.1	-1.2	2	-8	1	8	-2	-0.6	-0.3	-1.9
O=C(CSc1nnc(CNC(=O)c2c(F)cccc2F)o1)NCc1ccccc1Cl	1.3	-1.1	0.0	0	6	1	0	-6	0.9	-0.1	-1.1
O=C(CSc1nnc(-c2ccccn2)n1-c1ccccc1)Nc1ccc2c(c1)OCCO2	1.0	-1.2	.	6	1	-3	-9	2	.	-1.7	-2.0
COc1ccc(CNC(=O)C(c2cccs2)N(Cc2ccco2)C(=O)Cc2cccs2)cc1 (centres undefined)	-4.8	-1.6	-1.6	2	-8	-3	7	-7	-2.6	-1.9	-1.3
O=C(O)C1Cc2ccccc2CN1S(=O)(=O)c1ccc(Cl)cc1 (centres undefined)	-0.2	0.2	0.6	-3	-5	0	-1	-4	2.4	0.0	-1.8
Cc1nc(CNC(=O)c2ccccc2OC2CCN(S(C)(=O)=O)CC2)cs1	0.0	-0.1	1.5	-1	2	3	-1	-2	-0.2	-1.2	-1.3
COc1ccc(NC2(c3ccccc3)OC(=O)c3ccccc32)cc1 (centres undefined)	4.2	0.0	-1.1	1	-8	-2	0	-3	2.3	-0.7	-1.4
Cc1ccc(CNC(=O)CN2C(=O)COc3ccc(S(=O)(=O)N4CCC(C)CC4)cc32)o1	-0.3	-0.6	0.2	-1	0	7	6	-5	0.0	-0.1	-1.4
Cc1cccc(C)c1NC(=O)C1CCN(C(=O)c2cccs2)CC1	-0.7	1.2	0.2	1	4	1	10	-2	-1.4	-0.1	-1.0
COC(=O)CC1COc2ccccc2N1C(=O)c1ccc(C(C)(C)C)cc1 (centres undefined)	-1.3	-2.2	-1.0	-2	7	5	8	2	3.1	-1.5	-2.0
CC1CCN(S(=O)(=O)c2nnc(NC(=O)c3cccc(Cl)c3)s2)CC1	2.1	-1.3	1.0	-2	-3	-13	-3	-18	-1.2	-0.4	-1.5
Nc1[nH]c2cc(Cl)ccc2c1C(=O)NCCc1ccc(Cl)cc1	1.3	6.6*	.	4	-14	-6	9	-3	.	0.5	0.2
Cn1c(N)c(C(=O)CSc2nn(-c3ccc(F)cc3)c(=S)s2)c(=O)n(C)c1=O	-1.7	-0.8	-1.5	-2	-1	0	-6	-2	-2.4	0.0	-0.6
CCSc1nc2ccccc2n1C(=O)/C=C/c1ccc(OC)c(OC)c1	-10	-3.0	-0.1	-3	0	1	-6	-3	-15	-3.8	-2.2
O=C(CC(=O)NCc1ccc(Cl)cc1)NCc1ccccc1	0.9	0.8	-0.8	-12	10	5	0	-8	2.0	-0.3	-1.1
O=C(O)c1cc(O)c2c(c1)C(=O)c1cccc(O)c1C2=O	-0.5	-0.1	-0.4	-4	-8	-14	-11	-12	-0.8	-0.5	-0.7
CCOC(=O)N1CCC(NC(=O)CS(=O)(=O)Cc2nc(-c3ccc(C)cc3)oc2C)CC1	-2.3	-0.8	0.9	-5	7	-1	-12	2	-2.0	0.2	-0.4
CC1(C(=O)NS(=O)(=O)c2ccc(Cl)cc2)CCN1C(=O)C/C=C/c1ccccc1 (centres undefined)	-3.0	0.1	.	3	-1	-2	-6	3	1.2	0.4	-1.1
COc1cccc(C2/C(=C(\O)c3ccc(OC)c(OC)c3)C(=O)C(=O)N2c2cc(C)on2)c1 (centres undefined)	-1.5	-1.0	-0.1	-3	-6	-14	-3	-14	2.5	-0.3	-0.5
COc1ccc(C(=O)NCCNc2nc3cc(C)cc(C)c3cc2C#N)cc1	2.6	-1.7	.	-31	3	-14	-115	-21	.	-0.7	-0.3
Cc1ccnc2nc(C(=O)NCc3cccs3)nn12	2.1	2.0	0.7	-1	-5	-1	3	1	1.2	0.5	-1.5
CSc1nsc(SCC(=O)Nc2ccc3c(c2)OCCO3)n1	8.2	3.4	1.7	0	-5	-1	4	1	5.9	1.3	0.5
Cc1nc(C)n(CC(=O)N2CCCC(C(=O)c3ccc(C(F)(F)F)cc3)C2)n1 (centres undefined)	-2.1	0.1	-0.8	0	5	3	4	0	-0.5	-0.7	-1.3
C=CCNc1nc(NCCO)nc(N2CCCC2)n1	0.5	-0.6	-0.7	-10	5	-1	4	2	2.2	-0.3	-0.4
Cc1ccc(N=CC=C2OC(C)(C)C(C)(C)O2)c(C)c1	0.1	1.8	0.4	-31	-6	-36	-81	-30	1.4	0.0	-1.6
CC(C)[C@@H]1C(=O)N[C@H](Cc2cn(S(=O)(=O)c3ccccc3)c3ccccc23)C(=O)N1C	-1.8	0.8	.	-5	-5	0	-6	-3	.	.	-1.8

Single values from the entries so far.
hgDAF-12 ag with O=C(Nc1cccc(C(F)(F)F)c1)O[C@@H]1CC[C@@]23CCCN2C(=O)CCC[C@H]3C1 : 0.7
FXN GAA850 act with O=C(O)c1cc(O)c2c(c1)C(=O)c1cccc(O)c1C2=O : -0.8
ADAM10 inh with Cc1cccc(C)c1NC(=O)C1CCN(C(=O)c2cccs2)CC1 : 10
ADAM17 inh with O=C(CC(=O)NCc1ccc(Cl)cc1)NCc1ccccc1 : -12

hcDAF-12 act, entries above that show a hit
| SMILES | hcDAF-12 act | DAX1 inh-1 | ADAM17 inh | sPLA2-III inh | PLCg1 inh | ADAM10 inh | PLC-beta3 inh | DAX1 inh-2 | ssDAF-12 act |
| --- | --- | --- | --- | --- | --- | --- | --- | --- | --- |
| Nc1[nH]c2cc(Cl)ccc2c1C(=O)NCCc1ccc(Cl)cc1 | 6.6* | . | 4 | -14 | -6 | 9 | -3 | 0.5 | 0.2 |

More results follow:
Structure	hgDAF-12 ag	hcDAF-12 act	DAX1 inh-1	ADAM17 inh	sPLA2-III inh	PLCg1 inh	ADAM10 inh	PLC-beta3 inh	FXN GAA850 act	DAX1 inh-2	ssDAF-12 act
COc1ccc(Cl)cc1N(CC(=O)NCC(C)C)S(=O)(=O)c1ccc(C)c([N+](=O)[O-])c1	1.3	-0.3	0.4	-3	13	2	-4	0	-0.2	0.4	-1.2
C/C(=N/NC(=O)CN1CCN(S(=O)(=O)c2ccc(Br)cc2)CC1)c1ccncc1	1.0	-2.9	2.1	-4	1	2	-2	-4	-3.9	0.3	-2.3
Cc1ccc(C)c(OCC(=O)NCC2COc3ccccc3O2)c1 (centres undefined)	3.1	1.6	-0.3	-2	6	-6	-3	-11	0.0	-0.8	-1.2
O=C(O)CCCN1C(=O)C2C3CC(C2C1=O)C1C(c2ccccc2)c2sc(=O)[nH]c2SC31 (centres undefined)	-0.6	-0.5	0.3	-3	1	-1	0	-7	2.0	0.5	-1.5
CCC(=O)NCCN1CCN(C(=O)CC)CC1	0.6	-0.1	-0.7	-6	-1	1	-17	2	0.7	0.9	-1.2
C/C(=N\NC(N)=O)c1ccccc1	-0.5	-0.9	-1.2	2	-2	1	1	3	-0.1	0.2	-0.9
Cc1ccc2c(c1)c1nnc(SCC(=O)Nc3ccccc3C(F)(F)F)nc1n2CC(=O)O	2.6	1.4	-0.1	1	-5	0	-3	4	-0.4	-0.3	-0.2
Cc1ccc(/C=C(\NC(=O)c2ccccc2)C(=O)OCc2ccccc2)cc1	-2.2	0.1	0.1	1	1	0	2	-5	1.1	-0.8	-0.5
O=C(Cc1ccccc1)Nc1nccs1	-1.2	-0.7	1.4	-2	0	3	-5	-2	0.6	-0.3	-1.3
O=C(Cn1cc([N+](=O)[O-])ccc1=O)NC1CCCCC1	2.4	-0.6	-1.0	-21	5	-1	-4	-7	-0.8	0.1	-1.5
O=S1(=O)c2ccc(N3CCSCC3)cc2Oc2ccccc2CN1Cc1cn(Cc2ccc(F)cc2)nn1	-3.2	-1.2	.	5	4	-2	9	0	.	-1.1	-0.9
COc1cc(/C=C/C(=O)OCC(=O)N2CC(C)OC(C)C2)ccc1OCC#N (centres undefined)	-2.5	0.6	0.1	-20	-2	-24	-76	-44	1.6	0.1	-1.9
Cn1c2c(c(=O)n(C)c1=O)C(c1cccc([N+](=O)[O-])c1)Nc1ccccc1O2 (centres undefined)	5.4	-0.8	0.0	-2	-6	5	2	2	0.3	-0.2	-1.1
COC(=O)c1[nH]c2ccc(F)cc2c1NS(=O)(=O)c1ccc(OC)cc1	4.2	0.1	-0.9	-7	-10	-7	-19	-9	-3.5	-1.9	-0.3
CCc1ccc(C2C(C#N)=C(N)SC(N)=C2C#N)cc1	2.3	0.0	1.0	-13	-25	-33	-34	-57	-0.7	0.6	-0.6
COC1CCCN(C(=O)c2ccc(OC3CCN(CCc4ccccc4)CC3)cc2)C1 (centres undefined)	-0.3	-0.9	0.1	-8	-5	0	0	-3	0.3	-0.3	-1.2
CC1(C(=O)NS(=O)(=O)c2cccc(Cl)c2)CCN1C(=O)C1CC1 (centres undefined)	0.0	-0.6	.	-2	-1	2	2	3	-0.7	0.1	-1.5
CCCn1cc(CN2CCC(n3nccc3NC(=O)CCOc3ccccc3)CC2)c(C)n1	1.6	1.3	0.1	-1	-1	-1	-4	-4	-0.7	0.2	-0.9
O=C(O)CCNC(=S)Nc1cccc(F)c1	-0.9	0.4	1.3	2	7	5	4	-5	-1.3	0.2	-0.9
CC(C)(C)CN1CCC(n2nccc2NC(=O)c2ccccc2Cl)CC1	2.3	2.0	-0.2	-1	-3	-3	-8	-3	0.3	1.2	-0.7
COCCNC(C(=O)Nc1cc(Cl)cc(Cl)c1)c1ccccc1 (centres undefined)	-0.1	-1.8	0.9	1	1	5	-2	2	5.3	-0.4	-1.4
COc1ccc(OCCSc2nnc(CC(=O)Nc3cccc(Cl)c3Cl)n2C)cc1	-0.2	-0.8	-0.2	-1	-25	1	17	0	-0.2	-0.8	-0.4
COc1ccc(CCNC(=O)C(NC(=O)OCc2ccccc2)C(C)C)cc1OC (centres undefined)	-1.5	-1.9	1.9	-2	0	-2	3	-1	-2.5	-0.7	-2.1
O=C(Cc1cccs1)NCc1cccc(C(F)(F)F)c1	5.8	1.8	1.4	-5	12	2	-3	1	3.8	0.5	-0.6

High-throughput results (PubChem BioAssay)
